ATXN2 expr inh – reduces ATXN2 reporter expression in HEK-293 cells. HEK-293 ATXN2-luciferase reporter, luminescence, 24 h. AID 1745845. 0.72% of 360,000 active. Potency, µM (titrated, usually from 57 µM), for the others: top-dose activity change, negative = inhibition, usual class: inhibitors; also: potency is read from the fitted curve at half-maximal effect; % is scaled to controls: 0 for no effect and ±100 for the full control effect; nearly all actives have a fitted effect of over 55% in size
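ATXN2-luciferase reporter cells (luciferase flanked by upstream and downstream ATXN2 gene portions) were treated 24 h at 37 °C with compounds at up to 57 uM. SteadyGlo luminescence gave expression; GF-AFC fluorescence gave viability.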
KB-V1 MDR tox – KB-V1 MDR subline cytotoxicity; Potency, µM (doses to about 46.1 µM), for the others: at the highest dose activity change, negative = cytotoxicity, actives largely listed as cytotoxic; AID 1347076; 3.4% of 400,000 active; KB-V1 MDR cells viability, CellTiter-Glo, 72 h; also: potency is read from the fitted curve at half-maximal effect; % is scaled to controls: 0 for no effect and ±100 for the full control effect; nearly all actives have a fitted effect of over 60% in size
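Readout: CellTiter-Glo luminescence, 10 min after addition. Cells: KB-V1 MDR subline, 72 h at 37 degrees C with compound. Analysis: corrected, normalized data fitted to concentration-effect curves.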
KB-3-1 tox – KB-3-1 parental cell cytotoxicity; KB-3-1 viability, CellTiter-Glo ATP luminescence, 72 h; Potency, µM (doses to about 46.1 µM), without a hit: at the highest dose activity change, negative = cytotoxic, actives largely listed as cytotoxic; 1.4% of 400,000 active; also: potency is read from the fitted curve at half-maximal effect; % is scaled to controls: 0 for no effect and ±100 for the full control effect; nearly all actives have a fitted effect of over 60% in size
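72 h, 37 °C compound treatment of KB-3-1 parental cells; CellTiter-Glo added, 10 min, luminescence read. Data corrected against DMSO-only plates and normalized before curve fitting.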
MCF10A rerep – induces DNA re-replication in MCF 10a normal breast cells; MCF 10A DNA re-replication, Hoechst nuclear intensity, 48 h; Potency, µM (highest dose often 46.1 µM), without a hit: at the highest dose activity, positive = re-replication, usual class: activators; 2.9% of 350,000 active; also: potency is read from the fitted curve at half-maximal effect; % of control where 0% means no effect; nearly all actives have a fitted effect of over 50% in size
SW480 rerep – DNA re-replication induction in SW480 cells; SW480 DNA re-replication, Hoechst DNA content imaging, 48 h; 1.8% of 340,000 active; Potency, µM (top dose mostly 46.1 µM), inactives show top-dose re-replication activation, usual class: activators; also: potency is read from the fitted curve at half-maximal effect; % of control where 0% means no effect; nearly all actives have a fitted effect of over 55% in size
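Per well, 250 cells were exposed to pinned compound for 48 hr. Nuclear DNA was visualised with Hoechst (40 min, 37 C) and total object intensity recorded by fluorescence scanning.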
HT1080NT lethal – kills 2HG-producing HT-1080-NT fibrosarcoma cells. HT-1080-NT fibrosarcoma viability, CellTiter-Glo ATP luminescence, 48 h. Potency, µM (doses to about 46.1 µM), for the others: top-dose activity, negative = less viability, most hits filed as cytotoxic. 1.6% of 360,000 active. AID 686970;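 also: NT is the 2HG producing partner of a matched IDH1 knockdown line; potency is read from the fitted curve at half-maximal effect; 0% = DMSO-treated cells and -100% = media-only wells without cells; nearly all actives have a fitted effect of over 55% in size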
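Fibrosarcoma NT cells, 750 per well in 5% FBS RPMI, were exposed to compound for 48 hours. Viability: CellTiter-Glo luminescence.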
IL1B secr inh – inflammasome signaling inhibition, IL-1 beta readout | THP-1 LPS/ATP IL-1B secretion, AlphaLISA, 16 h; hits give low values | activity change, % at 57.5 µM | 4.7% of 360,000 active | AID 743279; in the data active = activity change below about -50%; inconclusive = mostly about -30% to -49%; also: % is scaled to controls: 0 for no effect and ±100 for the full control effect
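THP-1 cells pretreated 1 hr with compounds (up to 57.5 uM final), then stimulated with LPS (250 ng/mL final) plus ATP (1.25 mM final); secreted IL-1B measured by AlphaLISA after 16 hr, decreased signal indicating inhibition.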
HT1080 IDH1KD tx – toxicity to HT-1080 IDH1 knockdown cells (counter line); HT-1080 IDH1 knockdown viability, ATP luminescence, 48 h; Potency, µM (highest dose often 46.1 µM), inactives show at the highest dose activity, negative = toxicity, hits mostly cytotoxic; 2% of 360,000 active;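 also: potency is read from the fitted curve at half-maximal effect; 0% = DMSO wells and -100% = cell-free medium wells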
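Luminescent ATP read-out (CellTiter-Glo, 10 min at room temperature) after 48 h compound exposure at 37 °C gave viability of IDH1-knockdown HT-1080 cells. Activity was normalised to DMSO and cell-free wells, then fitted as concentration-response curves.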
WRN helicase inh – WRN helicase (human) inhibition. Q14191. WRN helicase unwinding, fluorescent forked duplex, kinetic. Potency, µM (titrated, usually from 114 µM), without a hit: top-dose activity change, negative = inhibition, usual class: inhibitors. 0.46% of 360,000 active. AID 651768; also: potency is read from the fitted curve at half-maximal effect; % is scaled to controls: 0 for no effect and ±100 for the full control effect; nearly all actives have a fitted effect of over 55% in size
Target sequence (Q14191 whole entry, looked up): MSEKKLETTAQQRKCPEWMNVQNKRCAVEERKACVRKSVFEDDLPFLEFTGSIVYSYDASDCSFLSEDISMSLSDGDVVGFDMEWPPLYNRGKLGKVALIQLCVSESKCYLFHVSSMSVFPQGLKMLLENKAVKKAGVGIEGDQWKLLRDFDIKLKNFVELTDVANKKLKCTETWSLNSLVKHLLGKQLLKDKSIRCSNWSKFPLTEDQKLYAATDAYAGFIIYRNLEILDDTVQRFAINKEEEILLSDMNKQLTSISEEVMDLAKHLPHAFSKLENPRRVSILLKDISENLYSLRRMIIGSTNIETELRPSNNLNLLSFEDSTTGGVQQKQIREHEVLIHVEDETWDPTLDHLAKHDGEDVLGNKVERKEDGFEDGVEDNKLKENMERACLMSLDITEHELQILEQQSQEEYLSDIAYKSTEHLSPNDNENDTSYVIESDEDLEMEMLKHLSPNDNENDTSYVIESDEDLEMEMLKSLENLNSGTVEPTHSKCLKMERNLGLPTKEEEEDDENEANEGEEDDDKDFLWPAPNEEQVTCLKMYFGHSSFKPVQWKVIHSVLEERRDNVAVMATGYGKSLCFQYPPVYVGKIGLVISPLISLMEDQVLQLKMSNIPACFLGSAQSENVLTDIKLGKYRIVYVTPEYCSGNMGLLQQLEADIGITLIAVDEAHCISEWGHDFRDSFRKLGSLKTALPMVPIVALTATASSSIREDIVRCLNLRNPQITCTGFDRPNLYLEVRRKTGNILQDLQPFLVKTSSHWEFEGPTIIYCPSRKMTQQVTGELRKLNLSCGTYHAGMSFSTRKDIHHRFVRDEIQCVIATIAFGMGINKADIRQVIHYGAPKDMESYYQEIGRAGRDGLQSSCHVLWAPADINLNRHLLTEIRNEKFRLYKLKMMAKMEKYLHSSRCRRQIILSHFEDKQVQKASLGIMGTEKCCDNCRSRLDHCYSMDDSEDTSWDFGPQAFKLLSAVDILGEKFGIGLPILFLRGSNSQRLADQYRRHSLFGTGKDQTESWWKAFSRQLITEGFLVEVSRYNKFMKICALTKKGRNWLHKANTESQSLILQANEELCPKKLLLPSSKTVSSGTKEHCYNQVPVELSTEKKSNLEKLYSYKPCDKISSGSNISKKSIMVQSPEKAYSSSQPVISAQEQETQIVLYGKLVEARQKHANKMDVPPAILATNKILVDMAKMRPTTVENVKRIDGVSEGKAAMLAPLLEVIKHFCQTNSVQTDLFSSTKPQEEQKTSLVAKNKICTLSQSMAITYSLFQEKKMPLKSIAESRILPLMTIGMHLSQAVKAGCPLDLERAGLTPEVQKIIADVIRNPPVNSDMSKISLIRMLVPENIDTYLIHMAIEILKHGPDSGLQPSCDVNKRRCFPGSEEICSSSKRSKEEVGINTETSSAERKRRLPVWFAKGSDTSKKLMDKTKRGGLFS
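Enzyme (20 nM final) and test compound sit together 15 min at room temperature before substrate addition. Substrate is a single-forked duplex oligonucleotide (100 nM) labelled with fluorophore and quencher, with 2 mM ATP; helicase unwinding raises red fluorescence, read kinetically.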
The depositor's hits bear a star; & = joins results of further samples; [ ] = another dose, or the depositor's remark. Unless noted, calls follow the shape of the dose curve; as a rule, active = well fitted curve in the direction sought with a large enough effect; inconclusive = small, poorly fitted or top-dose-only effect, or another doubt; inactive = no such curve, though single readings can be large; an effect the other way counts as inactive or inconclusive. Rows are unselected; about 12% have a hit in one of these screens.

For Cc1cc2nc(Cl)c(Cl)nc2cc1C the results were ATXN2 expr inh 6%, KB-V1 MDR tox 7%, KB-3-1 tox -1%, MCF10A rerep 4%, SW480 rerep -20%, HT1080NT lethal 0%, IL1B secr inh -2, HT1080 IDH1KD tx 2% and WRN helicase inh 5%.
For CN(C)C(CNC(=O)c1cccc(S(=O)(=O)Nc2ccccc2Cl)c1)c1ccco1 (stereo unspecified) the results were ATXN2 expr inh -1%, KB-V1 MDR tox -14%, KB-3-1 tox 3%, MCF10A rerep inconclusive, SW480 rerep -10%, HT1080NT lethal 2%, IL1B secr inh 54, HT1080 IDH1KD tx 1% and WRN helicase inh 1%.
COC(=O)COc1ccc(/C=C2/NC(=O)N(CC(=O)OC)C2=O)cc1 was read as ATXN2 expr inh -4%, KB-V1 MDR tox 1%, KB-3-1 tox -13%, MCF10A rerep -1%, SW480 rerep -4%, HT1080NT lethal 4%, IL1B secr inh -16, HT1080 IDH1KD tx 5% and WRN helicase inh -4%.
For O=C(NCCC1=CCCCC1)c1ccc(Cl)c([N+](=O)[O-])c1 the results were ATXN2 expr inh 21%, KB-V1 MDR tox -12%, KB-3-1 tox 14%, MCF10A rerep 17%, SW480 rerep -1%, HT1080NT lethal 4%, IL1B secr inh inconclusive, HT1080 IDH1KD tx 2% and WRN helicase inh 4%.
Screening CC(NC(=O)CCc1nnc(-c2ccc(-c3ccccc3)cc2)o1)c1nc2ccccc2[nH]1 (stereo unspecified) returned ATXN2 expr inh 3.8µM*, KB-V1 MDR tox inconclusive, KB-3-1 tox inconclusive, MCF10A rerep inconclusive, SW480 rerep 13%, HT1080NT lethal -20%, IL1B secr inh inconclusive, HT1080 IDH1KD tx -21% and WRN helicase inh 3%.
COC(=O)[C@@H](NC(=O)c1cc(COc2cncc(Cl)c2)on1)c1ccccc1 was read as ATXN2 expr inh 36%, KB-V1 MDR tox 3%, KB-3-1 tox -14%, MCF10A rerep -10%, SW480 rerep -6%, HT1080NT lethal -2%, IL1B secr inh 15, HT1080 IDH1KD tx -2% and WRN helicase inh -23%.
`CCOC(=O)Cn1nc(C)c(NC(=O)COc2ccc(OC)cc2)c1C` gave ATXN2 expr inh 3%&-6%, KB-V1 MDR tox 17%&0%, KB-3-1 tox 1%&3%, MCF10A rerep -15%, SW480 rerep -3%, HT1080NT lethal 25%, IL1B secr inh 24, HT1080 IDH1KD tx 24% and WRN helicase inh -3%.
CC(C)Cc1ccc(-c2cc3nc(NCCc4ccc(S(N)(=O)=O)cc4)ccn3n2)cc1 was read as ATXN2 expr inh -19%, KB-V1 MDR tox -4%, KB-3-1 tox -9%, HT1080NT lethal inconclusive, IL1B secr inh 31, HT1080 IDH1KD tx 23µM* and WRN helicase inh 1%.
Screening Cc1cc(OCCCC(=O)NCCN2C(=O)S/C(=C\c3cccnc3)C2=O)ccc1Cl returned ATXN2 expr inh -27%, KB-V1 MDR tox -2%, KB-3-1 tox -11%, MCF10A rerep inconclusive, SW480 rerep 6%, HT1080NT lethal 1%, IL1B secr inh -8, HT1080 IDH1KD tx 9% and WRN helicase inh 2%.
O=C(OCc1ccc(Cl)cc1Cl)c1ccncc1 was read as ATXN2 expr inh -8%, KB-V1 MDR tox 0%, KB-3-1 tox 2%, MCF10A rerep 3%, SW480 rerep 3%, HT1080NT lethal 3%, IL1B secr inh 13, HT1080 IDH1KD tx 2% and WRN helicase inh -6%.

Grouped by structure: the compounds so far with four or more nitrogen atoms
Screening CC(NC(=O)CCc1nnc(-c2ccc(-c3ccccc3)cc2)o1)c1nc2ccccc2[nH]1 (stereo unspecified) returned ATXN2 expr inh 3.8µM*, KB-V1 MDR tox inconclusive, KB-3-1 tox inconclusive, MCF10A rerep inconclusive, SW480 rerep 13%, HT1080NT lethal -20%, IL1B secr inh inconclusive, HT1080 IDH1KD tx -21% and WRN helicase inh 3%.
CC(C)Cc1ccc(-c2cc3nc(NCCc4ccc(S(N)(=O)=O)cc4)ccn3n2)cc1 was read as ATXN2 expr inh -19%, KB-V1 MDR tox -4%, KB-3-1 tox -9%, HT1080NT lethal inconclusive, IL1B secr inh 31, HT1080 IDH1KD tx 23µM* and WRN helicase inh 1%.

(listing goes on)
For COc1ccc(CCNC(=O)COc2ccc(N(C)S(=O)(=O)c3ccc(C)cc3)cc2)cc1OC the results were ATXN2 expr inh -16%, KB-V1 MDR tox -9%, KB-3-1 tox -17%, MCF10A rerep 10%, SW480 rerep -6%, HT1080NT lethal -9%, IL1B secr inh inconclusive, HT1080 IDH1KD tx -20% and WRN helicase inh -9%.
Screening CCn1c2c(c(=N)c3c1CCC3)CCCC2 returned ATXN2 expr inh -9%, KB-V1 MDR tox inconclusive, KB-3-1 tox 12µM*, MCF10A rerep 9%, SW480 rerep 5%, HT1080NT lethal inconclusive, IL1B secr inh 40, HT1080 IDH1KD tx -19% and WRN helicase inh 2%.
Screening CC1CC(C)CN(S(=O)(=O)c2cccc3cccnc23)C1 (stereo unspecified) returned ATXN2 expr inh -11%, KB-V1 MDR tox -20%, KB-3-1 tox -9%, MCF10A rerep -3%, SW480 rerep 0%, HT1080NT lethal 0%, IL1B secr inh 4, HT1080 IDH1KD tx 0% and WRN helicase inh 1%.
Screening CCN(CC(=O)Nc1ccc2c(c1)OCCO2)C(=O)c1ccc(C(F)(F)F)cc1 returned ATXN2 expr inh 38%[activator], KB-V1 MDR tox 11%, KB-3-1 tox 5%, MCF10A rerep 3%, SW480 rerep 2%, HT1080NT lethal 6%, IL1B secr inh -2, HT1080 IDH1KD tx 3% and WRN helicase inh -7%.
CCc1nc2ccc(C(=O)NC3CCN(Cc4ccccc4)CC3)cn2c1N(CC)Cc1cccc(Br)c1 was read as ATXN2 expr inh inconclusive, KB-V1 MDR tox 8.2µM*, KB-3-1 tox inconclusive, HT1080NT lethal inconclusive, IL1B secr inh -102*, HT1080 IDH1KD tx 23µM* and WRN helicase inh -7%.
For Oc1ccc(N=Nc2n[nH]c(-c3ccc(Cl)cc3)n2)cc1 the results were ATXN2 expr inh inconclusive, KB-V1 MDR tox -24%, KB-3-1 tox inconclusive, MCF10A rerep inconclusive, SW480 rerep 1%, HT1080NT lethal -24%, IL1B secr inh 0, HT1080 IDH1KD tx -24% and WRN helicase inh -12%.
O=C(OCCCN=C1NS(=O)(=O)c2ccccc21)c1cccs1 was read as ATXN2 expr inh -2%, KB-V1 MDR tox inconclusive, KB-3-1 tox 9%, MCF10A rerep 6%, SW480 rerep 1%, HT1080NT lethal 18%, IL1B secr inh 12, HT1080 IDH1KD tx inconclusive and WRN helicase inh 8%.
CCOc1ccc(S(=O)(=O)N2CCOCC2)cc1NC(=O)CSC(=S)N1CCCC1 was read as ATXN2 expr inh -2%, KB-V1 MDR tox inconclusive, KB-3-1 tox 0%, MCF10A rerep 3%, SW480 rerep -1%, HT1080NT lethal -7%, IL1B secr inh -4, HT1080 IDH1KD tx -2% and WRN helicase inh 1%.
O=C(O)c1ccc(N=N/C(=N\Nc2ccc(C(=O)O)cc2)c2ccccc2)cc1 was read as ATXN2 expr inh 1%, KB-V1 MDR tox -28%, KB-3-1 tox 0%, MCF10A rerep -31%[inhibitor], SW480 rerep -1%, HT1080NT lethal -9%, IL1B secr inh -4, HT1080 IDH1KD tx inconclusive and WRN helicase inh -13%.
`CC(=O)Nc1sc2c(c1C#N)CCCCC2` gave ATXN2 expr inh 32%, KB-V1 MDR tox 0%, KB-3-1 tox 1%, MCF10A rerep 9%, SW480 rerep -2%, HT1080NT lethal -1%, IL1B secr inh 15, HT1080 IDH1KD tx -3% and WRN helicase inh 1%.
Screening Cc1oc2c(c(C)cc3oc(=O)c(CC(=O)NCCC(=O)O)c(C)c32)c1C returned ATXN2 expr inh 0%, KB-V1 MDR tox -1%, KB-3-1 tox 8%, MCF10A rerep 1%, SW480 rerep -92%[inhibitor], HT1080NT lethal 15%, IL1B secr inh 0, HT1080 IDH1KD tx 3% and WRN helicase inh -9%[57.1 µM].
For COC(=O)c1ccc(C2/C(=C(\O)c3cccc(OC)c3)C(=O)C(=O)N2CCCN(C)C)cc1 (stereo unspecified) the results were ATXN2 expr inh 7%, KB-V1 MDR tox -2%, KB-3-1 tox 3%, MCF10A rerep -5%, SW480 rerep -4%, HT1080NT lethal 11%, IL1B secr inh 20, HT1080 IDH1KD tx 17% and WRN helicase inh -19%.
`O=C1CCCc2nc(N3CCc4ccccc43)ncc21` gave ATXN2 expr inh 54%[activator], KB-V1 MDR tox -1%, KB-3-1 tox -19%, MCF10A rerep inconclusive, SW480 rerep -3%, HT1080NT lethal -1%, IL1B secr inh 20, HT1080 IDH1KD tx 8% and WRN helicase inh -17%.
For O=C(NCC(O)c1ccc2ccccc2c1)c1c(F)cccc1F (stereo unspecified) the results were ATXN2 expr inh -4%, KB-V1 MDR tox 7%, KB-3-1 tox -4%, MCF10A rerep 7%, SW480 rerep 5%, HT1080NT lethal -10%, IL1B secr inh -17, HT1080 IDH1KD tx -23% and WRN helicase inh 1%.
For CCCNCC(O)Cn1c2ccccc2n2c(=O)cc(C)c(C#N)c12 (stereo unspecified) the results were ATXN2 expr inh -13%, KB-V1 MDR tox inconclusive, KB-3-1 tox 27%, MCF10A rerep 0%, SW480 rerep 0%, HT1080NT lethal 2%, IL1B secr inh -24, HT1080 IDH1KD tx 1% and WRN helicase inh 12%.
For CCOC(=O)c1ccc(NS(=O)(=O)c2ccc3[nH]c(=O)[nH]c3c2)cc1 the results were ATXN2 expr inh 2%, KB-V1 MDR tox -4%, KB-3-1 tox 0%, MCF10A rerep -5%, SW480 rerep -3%, HT1080NT lethal -4%, IL1B secr inh 6, HT1080 IDH1KD tx -2% and WRN helicase inh -18%.

Screening data deposited in PubChem by National Center for Advancing Translational Sciences (NCATS).
